# 12-LOX inh – inhibitors of human 12S-lipoxygenase ALOX12 | P18054 | purified 12hLO, xylenol orange hydroperoxide absorbance | Potency, µM (highest dose often 108 µM), for the others: at the top dose activity change, negative = inhibition, most hits filed as inhibitors | 580,000 tested, 1.1% active | AID 1671190; active = well fitted inhibition curve with a large enough effect; inconclusive = small, poorly fitted or top-dose-only effect, or another doubt; inactive = no such curve, though single readings can be large or run the other way
# Target sequence (P18054 whole entry, looked up): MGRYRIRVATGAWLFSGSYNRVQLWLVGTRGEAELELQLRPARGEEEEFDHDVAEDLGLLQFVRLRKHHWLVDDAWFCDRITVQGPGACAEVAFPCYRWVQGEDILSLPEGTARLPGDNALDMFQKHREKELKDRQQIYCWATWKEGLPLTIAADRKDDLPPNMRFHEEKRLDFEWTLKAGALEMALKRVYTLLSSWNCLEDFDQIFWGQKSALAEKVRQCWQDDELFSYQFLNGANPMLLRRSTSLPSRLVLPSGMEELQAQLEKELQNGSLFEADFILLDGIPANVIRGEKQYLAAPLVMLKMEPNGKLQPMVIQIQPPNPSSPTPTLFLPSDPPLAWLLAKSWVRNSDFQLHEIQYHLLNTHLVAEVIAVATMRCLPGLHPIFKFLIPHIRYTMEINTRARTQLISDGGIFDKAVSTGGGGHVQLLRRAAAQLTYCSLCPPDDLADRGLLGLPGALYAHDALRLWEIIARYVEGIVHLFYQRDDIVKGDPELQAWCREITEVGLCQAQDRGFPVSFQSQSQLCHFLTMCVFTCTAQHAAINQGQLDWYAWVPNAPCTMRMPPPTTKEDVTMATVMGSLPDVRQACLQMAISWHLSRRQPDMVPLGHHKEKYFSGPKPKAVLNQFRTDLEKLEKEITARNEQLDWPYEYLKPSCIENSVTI
#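 Purified human 12hLO (150 nM final) in 25 mM Hepes, 0.01% Triton X-100, pH 7.0 was preincubated 15 min at room temperature with compound. Then 40 uM arachidonic acid was added, 30 min. Hydroperoxide was read by Fe-XO absorbance ratio 573/405 nm.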
# * = called active by the depositor; ? = inconclusive; [ ] = dose if it differs, or a comment. % is set by controls: 0 for no effect and ±100 for the full control effect; potency is the fitted concentration of half-maximal effect. Only part of the results is shown; count on the stated rates, not on these rows.
12-LOX inh,molecule
-18%,CCOc1ccc(-c2cc(-c3nc(-c4ccccn4)no3)[nH]n2)cc1
3%,Cn1cc(C2CCN(C(=O)c3c(Cl)cc(Cl)cc3Cl)CC2)c2ccccc21
-18%[57.4 µM],COC[C@H](NC(=O)c1cnc(C)s1)C(=O)N[C@@H](COC)C(=O)N[C@@H](Cc1ccccc1)C(=O)[C@@]1(C)CO1
?,CCCCCc1ccc(N=Cc2ccc(OCC(C)CC)cc2O)cc1 (configuration not stated)
41%[activator],Cc1ncccc1C(=O)N1CCCN(S(=O)(=O)c2ccccc2)CCC(=O)NCC1
34%[activator],Cn1ccc(C(=O)N2CCC3(CC2)OC(=O)N(Cc2ccccc2)C3(C)c2ccccc2)n1 (configuration not stated)
31%[activator],COc1cc(CNC(=O)C2CCN(c3cn[nH]c(=O)c3)C2)cc(OC)c1 (configuration not stated)
2%,O=C(CCC1CCCC1)N1CCCC(c2noc(COc3ccccc3)n2)C1 (configuration not stated)
22%,COc1cc(-c2noc(-c3ccc(S(=O)(=O)N4CCOCC4)o3)n2)ccc1OC(C)C
?,O=C(COC(=O)c1cccc(F)c1)c1ccc([N+](=O)[O-])cc1
8%,C[C@@H]1CN([C@@H](C)CO)C(=O)CCCn2cc(nn2)CO[C@H]1CN(C)C(=O)Nc1ccc(C(F)(F)F)cc1
37%,COCCN1C(=O)CS(=O)(=O)C12CCN(C(=O)c1ccc(F)cc1F)CC2
17%,COc1cc(CNCCOc2cccnc2)ccc1OCC(O)CN1CCSCC1 (configuration not stated)
4%,CCOC(=O)c1ccoc1CN(CC)CC
-18%,O=C(NCC1(N2CCCCC2)CCCCC1)c1cccc(NC(=O)c2cccs2)c1
-13%,Cc1cc(NC(=O)OC(C)(C)C)c(-n2nnnc2C(C(=O)c2ccccc2)N2CCOCC2)cc1C (configuration not stated)
-68%,O=C(CSc1nnc(Nc2ccccc2)s1)c1ccc(Br)s1
?,O=C(c1cc(F)cc(F)c1)N(Cc1ccco1)C1CC1
?,COc1cccc(C(=O)Nc2sc3c(c2C(N)=O)CCC(C)C3)c1OC(F)F (configuration not stated)
?,COCCn1cc2c3c(cccc31)CN(C(=O)c1c(F)cccc1Cl)CC2
1%,NC(=O)CCNc1ccccc1
20%[176 µM],C=CCNC(=O)c1ccc2ccnn2c1
3%,CN(C)S(=O)(=O)c1ccc(C(=O)OCC(=O)Nc2ccccc2C(F)(F)F)cc1
9%,CC(c1nc2ccccc2n1Cc1ccccc1)n1c(-c2cnccn2)nc2ccccc21 (configuration not stated)
38%,CC(C)(C)c1cc(Cc2cc(C(C)(C)C)c(O)c(C(C)(C)C)c2)cc(C(C)(C)C)c1O
39%[activator],CCC(=O)N1CCc2c(C(=O)NCc3cccc(OC)c3OC)cccc21
-15%,CC1CCN(S(=O)(=O)NCc2ccccc2Cn2cccn2)CC1
0%,CCOC(=O)c1c(C)[nH]c(C(=O)NCCc2ccc(Cl)cc2)c1C
?,CCCn1c(NC(=O)c2oc3ccccc3c2COCC)nc2ccccc21
?,CCCC(NCc1ccco1)c1ccccc1 (configuration not stated)

# 6 compounds out of the list, sorted by length of the SMILES, rising.
12-LOX inh,molecule
?,CCCC(NCc1ccco1)c1ccccc1 (configuration not stated)
?,O=C(c1cc(F)cc(F)c1)N(Cc1ccco1)C1CC1
?,O=C(COC(=O)c1cccc(F)c1)c1ccc([N+](=O)[O-])cc1
-18%,O=C(NCC1(N2CCCCC2)CCCCC1)c1cccc(NC(=O)c2cccs2)c1
37%,COCCN1C(=O)CS(=O)(=O)C12CCN(C(=O)c1ccc(F)cc1F)CC2
-13%,Cc1cc(NC(=O)OC(C)(C)C)c(-n2nnnc2C(C(=O)c2ccccc2)N2CCOCC2)cc1C (configuration not stated)

# Some of these compounds in order of their number in 12-LOX inh, largest number first.
SMILES | 12-LOX inh
CC(c1nc2ccccc2n1Cc1ccccc1)n1c(-c2cnccn2)nc2ccccc21 (configuration not stated) | 9%
CN(C)S(=O)(=O)c1ccc(C(=O)OCC(=O)Nc2ccccc2C(F)(F)F)cc1 | 3%
CCOc1ccc(-c2cc(-c3nc(-c4ccccn4)no3)[nH]n2)cc1 | -18%

# (cont.)
12-LOX inh,molecule
30%,O=C(Nc1ccc(F)cc1)C1CCN(C(=O)c2ncn3c2COC(c2ccc(F)cc2)C3)CC1 (configuration not stated)
?,N#Cc1cnc2ccc(F)cc2c1Nc1cccc(C(F)(F)F)c1
3%[176 µM],COc1ccc(-c2nccc3c(=O)cc(N4CCOCC4)oc23)cc1OC
26%,CCCn1c(NCc2ccc(C)cc2)nc2c1c(=O)n(C)c(=O)n2C
?,CCN(Cc1ccc(Cl)s1)C(=O)CCl
?,CC(C)Sc1nnc(-c2nn(Cc3ccccc3)c(=O)c3ccccc23)o1
18%,C=CCNC(=O)CN1CCN(c2nc(-c3ccccc3)c3ccccc3n2)CC1
?,CCN1CCC2(Cc3ccccc3CN([S+](=O)([O-])c3ccccc3)C2)C1 (configuration not stated)
97%[activator],O=c1c(CCc2ccccc2)nc2cnc(Nc3ccccc3)nc2n1Cc1cccs1
?,O=C(Nc1cccc(-c2nc3c(s2)CCCC3)c1)C1CC1
30%,CCN(Cc1ccccc1)C(=O)CCc1ccc2c(c1)CN(C(=O)NC(C)C)CCO2
-21%,c1coc(CN2CC(Oc3ccc(-c4noc(-c5ccncc5)n4)cc3)C2)c1
11%,CCCCNC(=O)C[C@H]1C[C@@]2(C(=O)OC)C(=C[C@H](C3CCCC3)O[C@@H]2C)N(Cc2ccco2)C1=O
?,O=C(c1cc(C2CC2)nn1-c1ccccc1)N1CCN(Cc2ccncc2)CC1
59%[activator],COc1nccnc1NC1CCN(C(=O)c2cnn3cccnc23)CC1
78%[activator],Cc1cc(C)n(C2CCN(Cc3cn(-c4ccccc4)nn3)C2)n1 (configuration not stated)
?,CCNC(=S)N/N=C(/C)c1ccccc1Br
?,Cc1ccc(C(C)NC(=O)C2(c3cccc(F)c3)CCOCC2)s1 (configuration not stated)
-39%,CCOC(=O)NC(C(=O)NCCc1ccccc1)C(C)C (configuration not stated)
2%,COCCc1nncn1C1CCN(C(=O)c2ccc(OC)cc2)CC1
-4%,Cc1noc(C)c1CC(=O)N1CCN(C(=O)N(C)C)[C@@H]2CS(=O)(=O)C[C@@H]21
?,CC(C)(C)C(=O)/C=c1/[nH]c(=O)/c(=C/c2c(F)c(F)c(F)c(F)c2F)s1
0%[176 µM],CC1(CNCc2ccccc2)COc2ccc(C(=O)N3CC(O)C3)cc2N1 (configuration not stated)
-10%,N#Cc1cc(C(=O)c2cc(Cl)ccc2O)cn(C2CCCCC2)c1=O
?,CCOc1ccc2ncc(S(=O)(=O)c3ccccc3)c(N3CCCCCC3)c2c1
-22%,O=c1c(-c2cc(F)cc(F)c2)nc2cnc(Oc3ccccc3)nc2n1C[C@H]1CCCO1
17%,CCOC(=O)c1cnc2ccccc2c1N1CCCC(CO)C1 (configuration not stated)
28%,O=C(c1ccoc1)N1CCCC1c1nc(C2CCOCC2)no1 (configuration not stated)
-61%,S=c1[nH]nc(-c2n[nH]c3c2CCC3)n1/N=C/c1cccc2ccccc12
52%[activator],CCCN1CCN(C(=O)C2(c3ccc(NC(=O)C4CC4)cc3)CCCCC2)CC1
27%,CN1CCN(c2nc3c(s2)CN(C(=O)c2ccccc2)CC3)CC1
35%[activator],COc1ccc(S(=O)(=O)N2CCC(c3noc(-c4cccnc4)n3)C2)cc1 (configuration not stated)
?,CC(=O)N1N=C(c2ccsc2)CC1c1ccc2nccnc2c1 (configuration not stated)
?,COc1ccc(C)cc1NC(=O)CCc1ncc(-c2ccc(C)cc2)o1
37%[activator],Cc1noc(C)c1C(=O)NC1CCCc2c1[nH]c1ccc(F)cc21 (configuration not stated)
?,Cn1nc(C(=O)NC(Cc2ccccc2)c2ccccc2)c2ccccc2c1=O (configuration not stated)
14%,Cc1ccc(C#N)c(NCc2cccnc2N2CCN(c3ccccn3)CC2)n1
28%,CCn1c(C)ccc(C(=O)N[C@@H]2COCC[C@H]2Oc2ccccn2)c1=O
?,C=CCOc1cccc(-c2nc(C(=O)N(C)Cc3ccco3)cs2)c1
-7%,O=C1CC2(CCN(CC3CCCCC3)CC2)Oc2cc(Cl)ccc21
33%,Cc1nn(C(=O)CCC(=O)N2CCCC(c3nc(C4CCOCC4)no3)C2)c2ccccc12 (configuration not stated)
-19%,CN(C)c1nc(-c2ccc3c(c2)OCO3)nc2ccccc12
-24%,Cc1nn(C)c2sc(C(=O)NCCc3ccc(C(=O)O)cc3)cc12
-6%,Cc1cc2ccccc2n1CC(=O)NC1CCC(C)CC1 (configuration not stated)
?,O=C(Nc1ccc(OC(F)(F)F)cc1)c1cc(=O)c2ccccc2o1
-14%,COc1ccc(-c2noc(CNC(=O)c3cnn(C(C)C)c3)n2)cc1OC
14%,O=C(NC1CCN(c2cc(-c3ccc(Cl)cc3)[nH]n2)C1)c1ccccc1Br (configuration not stated)
47%,c1ccc(CCN2CCNCC2)nc1
-14%,O=C(OCC(=O)N1CCc2ccccc21)c1cc([N+](=O)[O-])ccc1Cl
-5%,CCC(C(=O)Nc1cccc(OC)c1)n1nnc(C(=O)OC)c1C(=O)OC (configuration not stated)
-20%,CC(CCc1ccccc1)NC(=O)C1CCCO1 (configuration not stated)
50%[activator],COCCN1CCC(CNc2nccc(-c3ccccn3)n2)C1 (configuration not stated)
9%,CCc1cccc(NC(=O)c2c(OC)cc(=O)n3c2CCCC3)c1
4%,O=c1[nH]c(N2CCc3ccccc3C2)nc2c1CCN(Cc1cccs1)CC2
34%,CC(C)(C)N1Cc2nnn(Cc3ccccc3)c2-c2ccccc2S1(=O)=O
?,Cc1nccn1Cc1nnc(C2CCCN(S(=O)(=O)C3CC3)C2)n1C (configuration not stated)
-26%,COc1ccc(Cl)cc1NC(=O)CCc1ncc(-c2ccccc2F)o1
?,CC(C)c1ccc(N2C(=O)N[C@@H]3CCN(C(=O)c4ccc(C(C)(C)C)cc4)[C@@H]3C2=O)cc1
4%,CCOc1cc(CNC(=O)c2ncoc2-c2cccc(C)c2)ccc1OC
13%,COC(=O)c1cccc(COc2cc(C(C)=O)ccc2NC(C)=O)c1

# Carrying on:
12-LOX inh,molecule
?,COC(=O)C1CN(C2CC2)CCS(=O)(=O)N1Cc1cn(Cc2ccc(Cl)cc2)nn1 (configuration not stated)
?,CCNC(=O)C12CCCC=C1N(C1CCCC1)C(=O)CC2 (configuration not stated)
-1%,O=S1(=O)CC(N2CCCC2)CN1Cc1cn(Cc2ccc(F)cc2)nn1 (configuration not stated)
-6%,COc1ccc(-n2nnnc2C(C)(C)Nc2ccc(C)cc2)cc1
-3%,Nc1nccnc1C(=O)NCc1ccnc(Oc2ccccc2)c1
7%[176 µM],O=C(NCc1cccc(F)c1)c1cnc2c(c1)N(C(=O)Cc1ccc(O)cc1)CCC2
29%,CCN(CC)C(=O)CCc1c(C)nn(-c2cccc(C)c2)c1Oc1ccc(F)cc1F
9%,Cc1cccc(C(=O)N2CCCC(c3nn[nH]n3)C2)c1 (configuration not stated)
-2%,Cc1ccc(OC(C)C(=O)Nc2ccc3nsnc3c2)cc1C (configuration not stated)
16%,COCC[C@]1(O)CCN(C(=O)CCc2ccccc2Cl)C[C@H]1C
?,Oc1ccc(C2(c3ccc(Cl)cc3)CCCCC2)cc1
4%[176 µM],CN1CCN(Cc2ccc(Nc3cnc4ccc(-c5ccccc5)nn34)cc2)CC1
51%[176 µM],CN[C@@H](CC(C)C)C(=O)N[C@H]1C[C@@](O)(C(=O)N[C@H]2CCCNC2=O)C[C@@H](O)[C@@H]1O
18%,COC1CN(c2cccc(F)c2)C12CCN(C(=O)c1cccnc1)CC2 (configuration not stated)
?,O=C(O)c1c[nH]c2ccc(Br)cc12
-25%[176 µM],Cc1noc(C)c1-c1ccc2c(n1)CN(Cc1nc3ccccc3s1)C(=O)CO2
?,Cc1ccc(C(=O)/C=C/Nc2ccc(N(C)C)cc2)cc1C
49%[activator],COc1ccccc1NC(=O)NOCc1ccccc1
-9%,Clc1ccc(-c2noc(C(c3ccccc3)c3ccccc3)n2)cc1
22%,COc1ccc(Cn2c(C3CCN(C(=O)Cc4ccc(F)cc4)CC3)n[nH]c2=O)cc1
3%,Cc1ccc(CN(C)C(C)C(=O)NCc2cccs2)cc1 (configuration not stated)
10%,Cc1ccc2oc(C(=O)N[C@H]3COC[C@H]3Cc3cc(C)no3)c(C)c2c1
-29%,CCc1ccc(OCc2nnc(SCc3c(F)cccc3Cl)n2CC(C)C)cc1

# Looked up above:
# `COC1CN(c2cccc(F)c2)C12CCN(C(=O)c1cccnc1)CC2` (configuration not stated) in 12-LOX inh shows 18%
# `CCN(CC)C(=O)CCc1c(C)nn(-c2cccc(C)c2)c1Oc1ccc(F)cc1F` in 12-LOX inh shows 29%
# `Cc1noc(C)c1-c1ccc2c(n1)CN(Cc1nc3ccccc3s1)C(=O)CO2` in 12-LOX inh shows -25%[176 µM]
# `Cc1ccc(OC(C)C(=O)Nc2ccc3nsnc3c2)cc1C` (configuration not stated) in 12-LOX inh shows -2%

# Screening results from PubChem BioAssay.
